# H1N1 NS1A inhibition: NS1A inhibition, H1N1 influenza, cell based functional assay (AID 504329) | NS1A functional cell-based assay, percent inhibition; higher % means a stronger effect | 340,000 compounds, 0.3% hits | inhibition, % at 12.5 µM, or IC50 in µM where a hit was titrated; in the data active means a potency from the dose series; inconclusive means inhibition above about 27% without an active follow-up result; further: strong numbers were not always called active
# tuberculosis growth: growth inhibition of non-replicating M. tuberculosis (AID 488890). Mycobacterium tuberculosis non-replicating, growth inhibition; higher % means a stronger effect. inhibition, % at 25 µM; hits with a dose series show IC50 in µM. 320,000 compounds, 0.39% hits; in the data active means a potency from the dose series; inconclusive means inhibition mostly from about 82% at the one dose, without a potency; inactive means the rest, 99 in 100 with inhibition below about 76%;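 further: plate controls were DMSO cells for no effect and high antibiotic wells for full effect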
# H37Rv inhibition: M. tuberculosis growth inhibition, HTS (AID 449762); one-dose inhibition, % at 25 µM; IC50 in µM for titrated hits; 330,000 compounds, 0.59% hits; M. tuberculosis H37Rv growth inhibition, 7H9 media; higher % means a stronger effect; in the data active means a potency from the dose series; inconclusive means inhibition above about 70% without an active follow-up result;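 further: bacterial growth assessed after seven days of incubation; strong numbers were not always called active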
# inhibitors of VEEV: inhibitors of VEEV TC-83 cytopathic effect, confirmation, Vero cells (AID 588727) | inhibition, % at 20 µM; hits with a dose series show IC50 in µM | Vero cells, VEEV TC-83 cytopathic effect inhibition; higher % means a stronger effect | 350,000 compounds, 0.13% hits; in the data active means a potency from the dose series; inconclusive means inhibition mostly from about 14% at the one dose, without a potency; inactive means the rest, 99 in 100 with inhibition below about 12%; further: strong numbers were not always called active
# Salmonella PhoP GFP: PhoP regulon inhibitors, Salmonella typhi PhoP promoter GFP reporter, confirmatory (AID 1850); Salmonella Typhi PhoP-promoter GFP reporter, fluorescence, 4 h; higher % means a stronger effect; inhibition, % at 50 µM; hits with a dose series show IC50 in µM; 310,000 compounds, 0.33% hits; in the data active means a potency from the dose series; inconclusive means inhibition mostly from about 25% at the one dose, without a potency; inactive means the rest, 99 in 100 with inhibition below about 19%;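 further: 0% = induced wells with vehicle and 100% = uninduced wells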
# * marks the source's active call; other numbers are inactive results; i = inactive; ? = inconclusive; . = no result given.
smiles,H1N1 NS1A inhibition,tuberculosis growth,H37Rv inhibition,inhibitors of VEEV,Salmonella PhoP GFP
COc1ccccc1C1=CC(=O)CCC1,-5%,3%,3%,0.5%,-2%
O=C(Cn1cncn1)NCCCc1ccccc1,6%,-19%,2%,0.3%,-21%
COc1ccc(-c2cc(C(=O)Nc3c(F)cc(F)cc3Br)no2)cc1,-5%,.,?,i,-21%
O=C(/C(=N/O)n1cncn1)c1ccccc1Cl,-4%,10%,2%,0.8%,2%
COc1ccc(N(C(=O)c2snc(C(N)=O)c2N)C(C(=O)NC2CCCC2)c2ccco2)c(OC)c1 (stereo not drawn),2%,.,.,1.8%,.
COc1cc(-n2c(=O)c3ccccc3n(CC(=O)OCc3ccccc3)c2=O)cc(OC)c1OC,9%,-12%,5%,1.6%,16%
O=C(COC(=O)CCC(=O)c1ccc2c(c1)OCCO2)NCc1ccc2c(c1)OCO2,6%,20%,1%,5.6%,2%
C=CCn1c(SCC(=O)NCc2ccco2)nc2ccccc2c1=O,.,-7%,-4%,2.4%,5%
Cc1ccccc1N(CC(=O)NCc1ccncc1)S(C)(=O)=O,0%,-4%,2%,i,1%
FC(F)(F)c1cc(-c2ccccc2)nc(-n2cncn2)n1,11%,-8%,3%,3.9%,-2%
COc1ccccc1CCN=C(N)NS(=O)(=O)c1ccc(F)cc1,19%,6%,-6%,4.5%,-1%
CC(C)[C@H](NS(=O)(=O)c1ccccc1)C(=O)Nc1ccccc1N1CCOCC1,-11%,8%,3%,3.9%,.
CCOCCCNC(=O)C(NC(=O)c1ccc2c(c1)OCO2)c1ccc(Cl)cc1 (stereo not drawn),-6%,6%,-7%,4.7%,6%
COC(=O)C1CCN(C(=O)COC(=O)c2n[nH]c3ccccc23)CC1,-3%,1%,-9%,4.0%,-4%
CO[C@H]1CC[C@@]2(C)[C@@H](CC[C@@H]3[C@@H]2CC[C@@]2(C)[C@H]3C[C@H](C(=O)O)O[C@]23CCCO3)C1,-3%,.,.,0.8%,.
CC1=C(C(=O)Nc2cccc(C(=O)NC(C)c3ccccc3)c2)SCCO1 (stereo not drawn),9%,20%,0%,6.0%,.
CN(C)c1nc(N)nc(CSc2nc3c(c(=O)n(C)c(=O)n3C)n2Cc2ccccc2F)n1,7%,-5%,28%,0.1%,5%
CN1C(=O)C(N=Nc2ccc([N+](=O)[O-])cc2)SC1=S (stereo not drawn),18%,.,.,4.9%,.
Cc1cc(/C=C(\C#N)C(=O)OCC#N)c(C)n1CC(C)C,-10%,78%,3%,0.8%,-4%
Cc1ccc(S(=O)(=O)CC(=O)N(CCCN(C)C)c2nc3ccc(C)cc3s2)cc1,-17%,-1%,29%,0.3%,1%
O=C(Nc1nnc(SCc2cccc(F)c2)s1)c1ccco1,-7%,-5%,2%,2.9%,7%
Cc1ccc2[nH]c(=O)c(CN(CCCN(C)C)C(=O)Nc3ccc(F)cc3)cc2c1,7%,-26%,-2%,1.5%,9%
CCCc1cc(=O)[nH]c(SCc2cc(=O)oc3cc(C)c(C(C)C)cc23)n1,2%,47%,-12%,1.6%,-10%
Cc1c(N=NC2=C(O)CC(C)(C)CC2=O)cc2c(c1[N+](=O)[O-])C(C)(C)CC2(C)C,12%,5%,6%,5.5%,-1%
CCCCOc1ccc(C)cc1CN(CCO)CCO,-10%,-5%,-3%,0.1%,-1%
CC(C)Cn1c(=S)[nH]c2ccccc2c1=O,2%,35%,1%,0.1%,1%
O=C(O)c1ccccc1C(=O)NC1CCN(c2nccc(C(F)(F)F)n2)CC1,2%,-9%,4%,0.2%,8%
CCN1CC=C2C(C#N)=C(N)C(C#N)(C#N)[C@H](c3ccoc3)[C@H]2C1,2%,-7%,-4%,1.8%,3%
O=C(COc1coc(CN2CCc3ccccc32)cc1=O)Nc1ccc([N+](=O)[O-])cc1,-11%,7%,-1%,5.5%,6%
COc1ccccc1C(=O)NCCC(=O)NCc1cccnc1,-9%,-2%,-6%,0.7%,.
Cc1ccc(C(=O)COC(=O)c2cc(=O)[nH]c3ccccc23)cc1C,-3%,-1%,6%,1.5%,2%
COC(=O)c1ccc(NC(=O)CSc2nnc(C(C)NC(=O)c3ccccc3Cl)n2C)cc1 (stereo not drawn),-3%,-6%,2%,0.6%,-7%
O=C(NC1CCCC1)C(c1ccccc1F)N(C(=O)c1ccco1)C1CCCC1 (stereo not drawn),-16%,63%,-7%,i,1%
Cc1ccc2nc3c(c(N)c2c1)CCN3C,-22%,9%,16%,0.9%,27%
CC1CCN(C(=O)Cn2c(=O)oc3cc(S(=O)(=O)N4CCCCC4)ccc32)CC1,3%,1%,4%,1.5%,9%
NC(=O)CCC(NS(=O)(=O)c1ccc(Cl)cc1)C(=O)NCC1CCCCC1 (stereo not drawn),6%,33%,-7%,3.2%,12%
CCOc1ccc(N2C(=O)CC(SC(=NC)Nc3ccc(F)cc3)C2=O)cc1 (stereo not drawn),-2%,11%,-3%,i,12%
O=C(COc1ccc(Br)cc1)NC(=S)Nc1ccccc1N1CCOCC1,-4%,20%,-6%,9.3%,-2%
CN(CC(=O)Nc1ccc(F)cc1)C(=O)CCc1nc2ccccc2c(=O)[nH]1,-6%,-3%,-2%,i,2%
CC(C)COc1ccc(C(=O)Nc2ccc(N3CCOCC3)cc2N2CCOCC2)cc1,1%,43%,4%,11%,-7%
Cc1cc(C(=O)CN2C(=O)NC3(CCCc4sccc43)C2=O)c(C)n1-c1ccccc1 (stereo not drawn),24%,-1%,2%,3.9%,-6%
N#Cc1ccc(NC(=O)c2cc(-c3cccs3)on2)cc1,12%,0%,-10%,i,-4%
Cc1cc(=O)cc(C)n1-c1ccc(Cl)c(Cl)c1,-10%,12%,-2%,i,-2%
CCOC(=O)c1c(Nc2ccc(Cl)cc2)sc(/C=C2\C=Nc3ccccc32)c1O,-8%,16%,8%,8.0%,-7%
O=C(CCNC(=O)c1ccc(Cl)cc1)Nc1cccc(S(=O)(=O)N2CCCCC2)c1,-1%,36%,-5%,3.4%,.
Cn1nc(C(=O)NCc2cccnc2)c2ccccc2c1=O,3%,-15%,-4%,1.9%,0%
CSc1nc(-c2ccccc2)cc(C)c1C#N,-16%,-3%,5%,i,7%
CCN(CC)C(=O)C(=O)c1c(-c2ccccc2)[nH]c2ccccc12,-7%,15%,2%,i,-3%
O=C(Cc1cccc(NC(=O)C2CCN(C(=O)C3CCC3)CC2)c1)Nc1cccc(C(=O)N2CCCCC2)c1,6%,.,.,i,.
O=C(COC(=O)c1ccc(Br)o1)Nc1ccc(S(=O)(=O)N2CCCC2)cc1,7%,18%,-4%,5.8%,8%
CC(C)c1ccc(NC(=O)CC2Oc3ccccc3NC2=O)cc1 (stereo not drawn),-4%,-13%,0%,i,0%
Cc1ccc(Nc2c(-c3ccco3)nc3nc(C)cc(C)n23)cc1,11%,54%,10%,i,4%
CCN1CCc2c(sc(NC(=O)c3ccc(S(=O)(=O)N4CCOCC4)cc3)c2C(N)=O)C1,-5%,-29%,0%,1.9%,-1%
CN(Cc1ccon1)C(=O)CC1C(=O)NCCN1CC(C)(C)C (stereo not drawn),0%,-1%,-1%,1.9%,2%
O=C1CC(c2ccccc2)CC(O)=C1C=NCc1ccccc1 (stereo not drawn),-3%,14%,-4%,0.5%,-5%
CCOc1ccccc1NS(=O)(=O)c1ccc2[nH]c(=O)[nH]c2c1,7%,-3%,-3%,i,13%

# Following part.
smiles,H1N1 NS1A inhibition,tuberculosis growth,H37Rv inhibition,inhibitors of VEEV,Salmonella PhoP GFP
COc1ccc(OC)c(NC(=O)c2cccc(S(=O)(=O)N3CCN(C(C)=O)CC3)c2)c1,4%,-4%,2%,0.5%,4%
OCc1ncc(-c2ccccc2)s1,1%,-8%,-2%,i,4%
O=C(O)CCC(=O)Nc1ccccc1N1CCOCC1,-9%,3%,-2%,1.3%,-13%
Cc1cc(OC(=O)CCNC(=O)OC(C)(C)C)c2c3c(c(=O)oc2c1)CCC3,-2%,20%,0%,i,-5%
CCN(CC)S(=O)(=O)c1cccc(-c2nnc(SCCOc3ccc(Cl)cc3)o2)c1,-3%,14%,-6%,0.5%,5%
CC1CN(Cc2cc(=O)oc3cc(O)ccc23)CC(C)O1 (stereo not drawn),-6%,-20%,0%,0.5%,5%
O=C(CCS(=O)(=O)c1ccccc1)Nc1ccc(N2CCOCC2)cc1,10%,9%,3%,0.7%,-9%
COc1ccc(CC(=O)Nc2ccc(-c3csc(C)n3)cc2)cc1,-17%,8%,4%,1.0%,-9%
O=C1c2ccc(-c3ccc4c(c3)C(=O)N(CCO)C4=O)cc2C(=O)N1CCO,2%,-2%,-10%,i,7%
O=C(COC(=O)c1ccc(Br)o1)NCC1CCCCC1,-4%,?,38%,0.6%,.
Cc1ccc(CN2C(=O)CCC2C(=O)NCc2ccc3c(c2)OCO3)cc1 (stereo not drawn),-6%,3%,-1%,1.6%,-2%
CC(=O)NS(=O)(=O)c1ccc(NC(=O)NC2CCCCC2)cc1,-24%,1%,-8%,1.6%,-3%
Cc1ccc(C(=O)NC(=S)Nc2cccc(NC(=O)c3ccccc3)c2)cc1[N+](=O)[O-],6%,-19%,3%,8.7%,-5%
CCOC(=O)C1=C(CC)Nc2ccccc2N=C1NC(=O)CCNC(C)=O,6%,15%,1%,1.7%,-2%
COCc1ccc(CN2CCC(n3nccc3NC(=O)C(OC)c3ccccc3)CC2)o1 (stereo not drawn),-3%,-4%,-11%,0.2%,-1%
O=C(CN1CCCCCC1)N/N=C/c1cccs1,-3%,-3%,-3%,3.1%,13%
CCNc1nc(Oc2ccccc2)nc(OC(C)C(=O)OCC)n1 (stereo not drawn),5%,1%,1%,0.1%,-4%
CC(C)NC(=O)Nc1ccc(Br)cc1Cl,-4%,21%,-1%,0.4%,25%
Cn1cnc(S(=O)(=O)Nc2ccc(C(F)(F)F)cc2)c1,-1%,1%,-1%,1.0%,0%
O=C1CCCc2oc3ccc(O)cc3c21,9%,57%,?,0.9%,-7%
CN(Cc1ccco1)C(=O)c1ccc(S(=O)(=O)N2CCCCCC2)cc1,-4%,21%,2%,2.5%,.
Cc1ccc(C(=O)C2CCN(CC(=O)N3CCN(c4ccc(F)cc4)CC3)CC2)cc1,-3%,64%,?,i,-1%
CC1CC1C(=O)Nc1cc(C(F)(F)F)ccc1N1CCOCC1 (stereo not drawn),8%,10%,4%,1.2%,-4%
CCOc1ccccc1NC(=O)Nc1ccc2c(c1)OCO2,-5%,-6%,0%,8.1%,-3%
CCc1noc(C)c1C(=O)Nc1cc(S(=O)(=O)N2CCOCC2)ccc1N1CCN(CC)CC1,-7%,-7%,-10%,1.3%,6%
CCc1c(C)sc2nc3c(C(=O)N4CCOCC4)cc(C(=O)c4cc(F)ccc4O)cn3c(=O)c12,5%,34%,47µM*,12%,6%
Cc1ccc(C(=O)NC(=S)Nc2ccc3c(c2)OCCO3)c(C)c1,3%,0%,1%,4.4%,4%
O=C(CS(=O)(=O)c1cn(CC(=O)N2CCOCC2)c2ccccc12)Nc1ccccc1,-13%,-6%,-2%,0.9%,13%
CCC(C)[C@H](NC(=O)Nc1ccc2c(c1)OCCO2)C(=O)OC (stereo partly drawn),1%,1%,1%,0.4%,12%
Cn1cc(CN(CCCN2CCOCC2)C(=S)Nc2cccc(Cl)c2)c2ccccc21,2%,27%,-1%,5.4%,-5%

# Complete entries from above. Order of screens: H1N1 NS1A inhibition, tuberculosis growth, H37Rv inhibition, inhibitors of VEEV, Salmonella PhoP GFP
# COc1ccc(OC)c(NC(=O)c2cccc(S(=O)(=O)N3CCN(C(C)=O)CC3)c2)c1 in the list: 4%, -4%, 2%, 0.5%, 4%
# O=C(Cc1cccc(NC(=O)C2CCN(C(=O)C3CCC3)CC2)c1)Nc1cccc(C(=O)N2CCCCC2)c1 in the list: 6%, ., ., i, .
# CN(CC(=O)Nc1ccc(F)cc1)C(=O)CCc1nc2ccccc2c(=O)[nH]1 in the list: -6%, -3%, -2%, i, 2%
# CCN1CC=C2C(C#N)=C(N)C(C#N)(C#N)[C@H](c3ccoc3)[C@H]2C1 in the list: 2%, -7%, -4%, 1.8%, 3%
# Cc1cc(OC(=O)CCNC(=O)OC(C)(C)C)c2c3c(c(=O)oc2c1)CCC3 in the list: -2%, 20%, 0%, i, -5%

# From PubChem BioAssay
